Screening data from PubChem.
GRK2 aptamer HTS: human GRK2 inhibition via aptamer displacement | P25098 | bead flow cytometry, FAM-aptamer displacement from GRK2 | inhibition of aptamer binding, % at 10 µM | 0.59% of 330,000 active | AID 488847;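 active means inhibition of aptamer binding above 40%, roughly 3 SD of noise, on plates passing a quality check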;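 further: median bead fluorescence of bound FAM aptamer so fluorescent compounds give negative values; no value below 0 was filed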
VLA-4 inh: inhibition in a human VLA-4 binding assay; P13612; inhibition, % (about 7 µM as worked out from the volumes in the protocol); VLA-4 expressing cells, ligand binding flow cytometry; 0.2% of 330,000 active; AID 2557; in the data active means inhibition above about 50%
GLD-1 RNA inh: GLD-1-TGE RNA interaction inhibition (C. elegans) | Q17339 | purified GLD-1 + fluorescein TGE RNA, fluorescence polarization | inhibition, % at 5.96 µM | 0.44% of 320,000 active | AID 2280;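 active means percent inhibition above a per-plate cutoff, the plate mean of test compounds plus 3 SD, cut at about 30% in these data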;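 further: 0% = DMSO wells with GLD-1 and probe and 100% = wells lacking GLD-1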
AGP1-GFP MLPCN: alters AGP1-GFP fluorescence in TOR pathway yeast screen; AID 2066; GFP response vs DMSO, % at 10 µM; S. cerevisiae AGP1-GFP multiplex flow cytometry, 3 h; GFP as percent of DMSO wells; 0.02% of 320,000 active;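 active means GFP response relative to DMSO above a set limit, near screen average plus 3 SD, cut at about 150% in these data; inconclusive means fewer than 70 cells counted for the yeast strain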;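 further: median GFP channel fluorescence of the gated AGP1 strain per well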
Fam108B counter: blocks mouse Fam108B hydrolase in RBBP9 counter-screen; inhibition, % at 9.51 µM; 0.33% of 300,000 active; recombinant Fam108B, FP-Rh probe fluorescence polarization;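 active means inhibition above the screen mean inhibition plus 3 SD, computed separately per campaign, cut at about 18% in these data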;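 further: inhibitors lower polarization as less probe binds the enzyme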
CIT2-GFP yeast: modulators of TOR pathway CIT2-GFP in S. cerevisiae; S. cerevisiae CIT2-GFP strain, flow cytometry, 3 h; 100 means same as DMSO wells; GFP response vs DMSO, % at 10 µM; 0.065% of 320,000 active;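 active means GFP response relative to DMSO above a set limit, near the screen mean plus 3 SD, cut at about 150% in these data; inconclusive means Fewer than 70 cells measured for a yeast strain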;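 further: ratio of well median GFP fluorescence to mean of DMSO wells on the plate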
MEX-5 binding: C. elegans MEX-5 TCR-2 RNA binding activity. Q9XUB2. MEX-5/FITC-TCR2 RNA binding, fluorescence polarization; active compounds read low. activity score (negative = inhibition of binding), % at 10 µM. 0.38% of 300,000 active;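 active means inhibition past about -25% in most replicates, and total fluorescence under double the plate's negative control median, limit read from the data; inconclusive means replicates evenly split on the limit, or fluorescence at least double controls; inactive means too little inhibition in most replicates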;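 further: 0% = DMSO and -100% = 5 µM competing unlabeled TCR2 RNA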
Target sequence (Q9XUB2 whole entry, looked up): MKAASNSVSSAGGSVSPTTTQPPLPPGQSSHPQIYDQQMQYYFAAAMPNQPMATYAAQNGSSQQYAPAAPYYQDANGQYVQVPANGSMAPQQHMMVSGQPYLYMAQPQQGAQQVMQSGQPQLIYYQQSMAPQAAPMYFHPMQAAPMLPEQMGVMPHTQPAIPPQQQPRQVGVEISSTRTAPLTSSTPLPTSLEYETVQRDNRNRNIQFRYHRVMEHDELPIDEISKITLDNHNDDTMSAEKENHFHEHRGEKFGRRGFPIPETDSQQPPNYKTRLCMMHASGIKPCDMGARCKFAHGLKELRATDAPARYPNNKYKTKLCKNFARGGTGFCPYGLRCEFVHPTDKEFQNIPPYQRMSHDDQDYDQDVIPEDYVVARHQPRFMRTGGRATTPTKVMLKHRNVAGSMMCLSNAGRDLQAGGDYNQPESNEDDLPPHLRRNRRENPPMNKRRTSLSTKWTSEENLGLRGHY
Bcl-xL primary: blocks human Bcl-xL binding to Bim BH3 peptide; GST-Bcl-xL / FITC-Bim BH3 peptide fluorescence polarization; 0.7% of 320,000 active; Q07817; inhibition, % at 10.9 µM;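 active means inhibition above the mean of all tested compounds plus 3 SD, cutoff set per campaign, cut at about 30% in these data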;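 further: 0% = DMSO wells and 100% = unlabeled Bim-BH3 peptide competitor; inhibitors lower millipolarization by displacing the labeled peptide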
Target sequence (Q07817 whole entry, looked up): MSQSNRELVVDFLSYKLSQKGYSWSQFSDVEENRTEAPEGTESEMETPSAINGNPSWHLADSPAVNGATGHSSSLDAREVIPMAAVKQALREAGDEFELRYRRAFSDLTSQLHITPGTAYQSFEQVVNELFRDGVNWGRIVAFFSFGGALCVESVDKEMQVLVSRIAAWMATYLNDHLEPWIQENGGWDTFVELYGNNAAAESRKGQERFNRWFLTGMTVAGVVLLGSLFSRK
MCL1 BIM primary: inhibitors of human MCL1 binding to BIM-BH3 peptide; Q07820; GST-MCL1 / FITC-Bim-BH3 fluorescence polarization; inhibition, % at 10.9 µM; 0.68% of 320,000 active;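 active means inhibition above the mean inhibition of all tested compounds plus 3 SD, set per campaign, cut at about 40% in these data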;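 further: 0% = DMSO wells and 100% = unlabeled Bim-BH3 peptide control; higher means more loss of mP so more displacement of Bim peptide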
Target sequence (Q07820 whole entry, looked up): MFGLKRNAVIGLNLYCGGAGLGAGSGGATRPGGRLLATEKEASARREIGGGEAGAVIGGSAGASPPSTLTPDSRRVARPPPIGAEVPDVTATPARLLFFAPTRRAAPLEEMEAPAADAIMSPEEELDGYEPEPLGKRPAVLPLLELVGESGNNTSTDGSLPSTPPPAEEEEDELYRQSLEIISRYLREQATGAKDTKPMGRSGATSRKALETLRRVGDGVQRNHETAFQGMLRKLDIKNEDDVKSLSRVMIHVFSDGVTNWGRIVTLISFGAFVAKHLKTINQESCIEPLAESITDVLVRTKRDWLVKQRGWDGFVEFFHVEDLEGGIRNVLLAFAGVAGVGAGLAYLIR
Numbers without * were called inactive; u = inconclusive; x = no result given.

structure	GRK2 aptamer HTS	VLA-4 inh	GLD-1 RNA inh	AGP1-GFP MLPCN	Fam108B counter	CIT2-GFP yeast	MEX-5 binding	Bcl-xL primary	MCL1 BIM primary
Cc1cc(NC(=O)CCN2C(=O)C3C4CCC(C4)C3C2=O)cc(C)c1Br (stereo unspecified)	3	7	-7	x	0	84	-2.7	2	-1
COc1ccccc1OCc1ccc(C(=O)N(C)c2ccccc2)o1	0	-10	x	94	x	96	2.7	x	x
O=C(NNS(=O)(=O)c1ccc(CCCl)cc1)C(O)(c1ccccc1)c1ccccc1	0	-8	1	116	9	113	x	1	-2
CCOc1ccc2[nH]c(=O)c(C(c3nnnn3Cc3ccco3)N3CCN(C)CC3)cc2c1 (stereo unspecified)	2	-6	-2	92	5	x	-2.3	7	0
Cc1occc1-c1nnc(SCC(=O)NCc2ccc3c(c2)OCO3)n1CC(C)C	0	0	-3	116	5	109	1.9	2	-2
COc1cc(/C=N/Nc2nn3cnnc3c3ccccc23)cc(OC)c1OC	3	-13	3	97	0	98	3.3	8	6
COCC(C)NC(=O)c1cc(-c2ccc(OC)c(OC)c2)on1 (stereo unspecified)	0	8	5	115	2	x	-2.1	1	1
CCc1ccc(-c2ccc(C(=O)O)cc2)nc1	0	14	8	97	6	83	0.3	-4	0
CC(=O)N(Cc1ccc2c(c1)OCO2)C1CC(=O)N(CCc2ccccc2)C1=O (stereo unspecified)	0	2	0	106	-2	104	0.7	6	2
Cc1nc2cc(Cl)c(Cl)cc2n1CCCO	0	10	0	105	0	98	-0.5	1	-6
COC(=O)c1sccc1NC(=O)NC1CCCCC1	4	9	6	101	2	90	-2.0	-4	-2
Cc1ccc(-c2ccc(/C=N/N=C3/NC(=O)C(CC(=O)O)S3)o2)c([N+](=O)[O-])c1 (stereo unspecified)	2	7	10	94	9	92	-20	12	22
CCC(C)(C)C1CCC2(CC1)NC(=O)N(CC(=O)N1CCN(S(=O)(=O)c3cc(C)ccc3C)CC1)C2=O (stereo unspecified)	3	8	-1	90	1	86	1.7	5	-2
Cc1ccc(C(=O)NCCc2ccccc2)cc1S(=O)(=O)N1CCOCC1	4	9	5	104	x	103	x	2	2
COc1cc(O)c(C(CC(=O)N2CCOCC2)c2ccc(N(C)C)cc2)c(OC)c1 (stereo unspecified)	x	x	3	x	3	x	0.4	-1	2
Cc1ccc2nc(SCC(=O)N3CCCCC3)nc(=O)n2c1	0	9	0	99	6	94	0.1	7	12
N#CCCn1cc(CNC2CCC(O)CC2)c2ccccc21 (stereo unspecified)	0	1	-8	u	1	u	0.4	3	1
CC1CCCC(C)N1C(=O)COC(=O)c1ccc([N+](=O)[O-])o1 (stereo unspecified)	0	0	-3	98	x	95	x	x	x
COc1ccc(-c2ccc3c(c2)S(=O)(=O)c2cccc(C(=O)NC4CC4)c2C3=O)cc1OC	0	21	8	97	x	105	x	6	4
COc1ccc(C(=O)NCCCN(C)CCCNC(=O)c2ccc(OC)cc2)cc1	0	5	1	99	0	101	0.5	-1	-3
C=CCn1c(O)c2ccc(C(=O)N=NC(=O)c3ccc(F)cc3)cc2c1O	2	14	0	105	-5	94	1.3	1	-3
CC1CCCCC1NC(=O)CN1CCN(S(=O)(=O)c2ccc(Br)s2)CC1 (stereo unspecified)	0	7	6	98	x	97	x	0	-3
O=C(NNc1nc(Nc2ccccc2)nc(N2CCOCC2)n1)Nc1ccc(Cl)cc1	0	-1	-5	97	-6	98	1.4	4	3
Cc1cccc(NC(=O)c2ccc3nsnc3c2)c1C	0	0	2	95	-1	97	-0.3	2	7
CCOc1ccccc1-n1c(N)c(C(N)=O)sc1=S	0	7	0	109	-4	103	2.3	6	11
O=C(Cc1ccc(Cl)cc1)NCc1ccccc1Cl	1	14	2	96	-2	91	-1.3	-9	-9
COc1cc2c(cc1OC)C1C(C(=O)Nc3ccccc3N3CCN(C)CC3)c3ccccc3C(=O)N1CC2 (stereo unspecified)	0	3	8	102	0	93	-1.5	1	-1
O=[N+]([O-])c1cccc(-c2n[nH]c(=S)n2-c2ccccc2)c1	1	5	2	107	-1	107	-1.7	-16	-15
Cc1nnc(NC(=O)c2ccncc2)s1	1	5	-4	98	8	102	-0.8	4	6
CSC1=NC(NCCCO)c2c(sc3c2CC(C)(C)OC3)N1 (stereo unspecified)	2	-20	-2	107	2	103	1.1	10	-3
CN1CCN(c2ccc(Nc3ccnc4cc(Cl)ccc34)cc2)CC1	1	7	-1	104	3	104	-1.6	5	-1
COC(=O)C1=C(O)/C(=C\c2sccc2C)N=C1C	0	9	3	100	-3	107	-0.3	3	-2
NC(=O)C1(N2CCCCC2)CCN(Cc2nc(-c3cccs3)no2)CC1	2	-4	1	101	2	101	-35*	1	-12
CCCn1c(=O)c(C(=O)NCc2ccccn2)c(O)c2ccccc21	0	-1	-3	28	-1	95	x	8	3
CCOCCCNC(=O)CN1CCN(Cc2ccccc2C)C1=O	1	42	3	98	-1	95	0.6	-2	2
O=C1c2c(Br)c(Br)c(Br)c(Br)c2C(=O)N1c1ccccn1	3	8	14	85	-6	85	-0.6	16	2
O=C(CN1CCN(c2ccc(O)cc2)CC1)NC(=O)NCc1ccco1	0	3	0	105	-2	103	-0.7	16	18
CC(=O)N1CCN(c2ccc(NC(=S)NC(=O)/C=C/c3ccccc3)cc2)CC1	1	-1	6	101	1	105	-1.5	5	0
CCN(CC)C(=O)N1CCN(S(=O)(=O)c2ccc(C)cc2)CC1	0	-5	10	103	1	106	-1.0	1	1
CC(C)(C)c1ccccc1OCC(=O)Nc1ncn[nH]1	0	-6	-2	104	3	102	-3.1	-2	-4
CCCCn1c(=O)cc(O)c2ccccc21	1	-1	8	107	0	102	0.8	5	5
COc1ccc(C(=O)O/N=C(\N)c2ccccn2)cc1	2	-4	1	99	4	113	-1.2	0	-4
Cc1ccc(C(=O)CSc2nc3cc(S(=O)(=O)N4CCOCC4)ccc3o2)cc1	0	9	2	97	-2	93	-2.4	-3	6
CC(=O)Nc1ccc(NC2=Nc3ccccc3N3C2=Nc2c(c(C)nn2-c2ccccc2)C3c2ccccc2)cc1 (stereo unspecified)	7	-8	1	96	2	88	-8.2	-6	-4
COC(=O)C1=CN(Cc2ccc(OC)cc2)C=C(C(=O)OC)C1c1cccs1	1	0	2	105	1	99	-0.7	-1	-7
Cc1cccc(/C(N)=N/OC(=O)N2c3ccccc3Sc3ccccc32)c1	1	7	4	78	-7	106	3.3	4	1
C[C@H](NC(=O)c1cc2c(cn1)[nH]c1ccccc12)C(=O)O	0	-7	x	92	x	112	-4.3	x	x
Cc1cc(NS(=O)(=O)c2ccc(NC(=O)CN3C(=O)c4ccccc4C3=O)cc2)nc(C)n1	0	11	1	95	0	103	2.2	3	0
Cc1ccc(CC(=O)Nc2cc([N+](=O)[O-])ccc2F)cc1	0	3	-2	100	5	103	-0.5	5	7
Cc1cccc(CCNC(=O)C2CCN(S(=O)(=O)c3c(C)noc3C)CC2)c1	2	1	9	105	1	97	-0.3	-1	1

The list goes on:
structure	GRK2 aptamer HTS	VLA-4 inh	GLD-1 RNA inh	AGP1-GFP MLPCN	Fam108B counter	CIT2-GFP yeast	MEX-5 binding	Bcl-xL primary	MCL1 BIM primary
O=C(O)c1ccn[nH]1	0	19	5	108	2	106	1.3	0	1
CCC(C)(C)NC(=O)CN(C(=O)CCC(=O)Nc1cc(C)ccn1)c1ccc2c(c1)OCO2	0	-2	-4	x	-2	95	-3.0	-2	-5
Cc1ccc(/C=N/NC(=O)c2nnn(-c3nonc3N)c2CN(C)c2ccccc2)s1	0	11	-10	111	-3	114	-0.9	0	-1
COCCNC(=O)C(c1ccc(O)cc1)N(C(=O)CCC(=O)Nc1nccs1)c1cccc(C)c1 (stereo unspecified)	2	14	-1	95	-1	101	0.4	-4	-8
Cc1ccccc1CSc1nn2c(=O)c(C)nnc2s1	3	4	5	98	-1	92	-1.3	3	1
CCCc1ccccc1OCCNS(=O)(=O)c1cc2c(cc1C)OCC(=O)N2	1	4	2	101	4	107	1.5	6	9
COc1ccccc1NC(=O)Oc1cccc(OC(=O)c2ccccc2)c1	5	8	-11	90	5	96	-1.9	5	3
COc1ccc(-n2ccnc2SCC(=O)NC2CCCC2)cc1	1	8	0	90	x	92	x	-3	3
O=[N+]([O-])c1ccc(Cl)c(/C=N/N2CCN(c3ccccc3)CC2)c1	0	0	3	96	0	94	-1.4	2	-2
COc1ccc(NC(=O)C2CCN(S(=O)(=O)c3cccc4cccnc34)CC2)cc1	0	32	3	104	0	103	1.1	0	-4
CCOc1ccc(CNC(=O)CCS(=O)(=O)c2ccc3c(c2)oc(=O)n3C)cc1	0	5	-9	98	-1	91	1.6	-3	-3
COC(=O)[C@H](CCSC)NC(=O)Nc1cc(C)ccc1C	0	13	-3	78	-7	88	3.5	1	2
CCN(C(=O)CSc1nncn1-c1ccccc1)c1c(N)n(Cc2ccccc2)c(=O)[nH]c1=O	1	15	2	100	5	101	1.1	-1	-20
Nc1cc(Cl)ccc1C(=O)OCC(=O)N1CCCC1	4	7	-7	101	0	107	-0.6	6	-1
COCCN1CN=C(NS(=O)(=O)c2ccc(C)cc2)NC1	2	11	-3	92	0	94	2.9	5	4
CCOC(=O)c1cc(-c2csc(N/N=C/c3ccccc3Cl)n2)on1	4	-2	-7	99	-1	100	x	0	-4
O=C(c1cccc(F)c1)N1CCN(c2cccc(C(F)(F)F)c2)CC1	60*	-19	2	104	0	110	-1.1	7	2
CCCc1noc2c1C(c1cc(Br)ccc1F)C(C#N)=C(N)N2 (stereo unspecified)	2	3	8	93	-4	84	-2.5	3	1
COc1ccc(N(CC(=O)NCCC2=CCCCC2)S(=O)(=O)c2ccc(C)cc2)cc1	0	18	1	94	-1	106	1.9	6	1
CC(C)(C)c1ccc(OCC(=O)N/N=C/C2CC=CCC2)cc1 (stereo unspecified)	0	6	0	107	0	99	3.0	4	-3
O=C(O)CCC1c2cc3c4cc2OC2Oc5cc6c(cc51)C(CCC(=O)O)c1cc5c7cc1OC(O6)c1cc6cc(c1)Oc1cc(cc(C(=O)O)c1)Oc1cc8cc(c1)C(Oc1cc(c(cc1C5CCC(=O)O)C3CCC(=O)O)OC(O4)c1cc(cc(c1)Oc1cc(cc(C(=O)O)c1)O8)Oc1cc(cc(C(=O)O)c1)Oc1cc(cc2c1)Oc1cc(cc(C(=O)O)c1)O6)O7 (stereo unspecified)	1	-4	97*	79	-184	80	-100*	12	42*
CCOC(=O)c1cc(C#N)c(SCc2cccc3ccccc23)nc1C	1	3	0	95	4	99	-1.8	6	4
OC(CCc1ccncc1)COc1ccccc1 (stereo unspecified)	0	31	-5	109	-3	102	-0.3	5	-3
CCc1ccc(-c2cc(C)no2)cc1S(=O)(=O)N1CCN(c2ccccn2)CC1	3	19	4	90	-2	88	1.4	5	1
O=C(NCc1ccco1)C1CCN(C(=O)c2ccc(Cl)cc2Cl)CC1	1	0	5	104	-4	114	-0.9	-2	-4
Cc1ccc(NC(=O)c2cc(NC(=O)CCC(=O)O)ccc2N2CCCCC2)cc1	2	7	4	97	0	105	-0.5	4	7
